# Tn6 DDE FP = inhibitors of Tn6 peptide binding to human fibrin DD(E); Fibrin DD(E) TRITC-Tn6 fluorescence polarization displacement; inhibition, % at 8.3 µM; P02675; AID 720509; 0.21% of 370,000 active;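 active means inhibition above a per-campaign cutoff: mean of compounds within control limits plus 3 SD, cut at about 15% in these data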;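 further: 0% = median of all compound wells on the plate and 100% = blocking peptide control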
# ASAP1 inh = inhibitors of human ASAP1 ArfGAP activity; ASAP1-stimulated ARF1 GTP hydrolysis, GDP FP detection; inhibition, % at 16.5 µM; 0.19% of 360,000 active; AID 624377; in the data active means inhibition above about 25%;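 further: 0% = vehicle with enzyme and substrate and 100% = no enzyme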
# ARFGAP1 inh = inhibits rat ARF GTPase activating protein 1. Q62848. Arfgap1-stimulated ARF1 GTP hydrolysis, GDP FP detection. inhibition, % at 16.5 µM. 0.26% of 360,000 active;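 active means inhibition above a per-plate limit, mean inhibition of low control wells plus 3 SD, cut at about 25% in these data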;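 further: 0% = DMSO wells with enzyme and 100% = wells lacking Arfgap1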
#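 System: truncated rat Arfgap1 GAP domain / Medium: HEPES-based buffer, pH 7.5 / Also added: N-terminally truncated human ARF1-GTP substrate / Incubation: enzyme reaction 120 min at 25 °C after 20 min preincubation / Measured by: FP of antibody-bound GDP Alexa 633 tracer, ex 620/em 688 nm / Replicates: singlicate, each compound tested once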
# PLCg1 inh = inhibitors of human phospholipase C gamma1; 0.84% of 370,000 active; AID 720700; purified PLC-gamma1, fluorogenic substrate, fluorescence; inhibition, % at 12.2 µM; in the data active means inhibition above about 9.5%
# ADAM17 inh = inhibitors of human ADAM17 | 0.83% of 370,000 active | P78536 | AID 720648 | recombinant ADAM17, EDANS/DABCYL FRET peptide cleavage | inhibition, % at 6.95 µM;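 active means inhibition above the mean of compounds lying between control limits plus 3 SD, set per campaign, cut at about 8.5% in these data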;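 further: 0% = DMSO-only wells as the low control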
# Target sequence (P78536 215-824 limits assumed): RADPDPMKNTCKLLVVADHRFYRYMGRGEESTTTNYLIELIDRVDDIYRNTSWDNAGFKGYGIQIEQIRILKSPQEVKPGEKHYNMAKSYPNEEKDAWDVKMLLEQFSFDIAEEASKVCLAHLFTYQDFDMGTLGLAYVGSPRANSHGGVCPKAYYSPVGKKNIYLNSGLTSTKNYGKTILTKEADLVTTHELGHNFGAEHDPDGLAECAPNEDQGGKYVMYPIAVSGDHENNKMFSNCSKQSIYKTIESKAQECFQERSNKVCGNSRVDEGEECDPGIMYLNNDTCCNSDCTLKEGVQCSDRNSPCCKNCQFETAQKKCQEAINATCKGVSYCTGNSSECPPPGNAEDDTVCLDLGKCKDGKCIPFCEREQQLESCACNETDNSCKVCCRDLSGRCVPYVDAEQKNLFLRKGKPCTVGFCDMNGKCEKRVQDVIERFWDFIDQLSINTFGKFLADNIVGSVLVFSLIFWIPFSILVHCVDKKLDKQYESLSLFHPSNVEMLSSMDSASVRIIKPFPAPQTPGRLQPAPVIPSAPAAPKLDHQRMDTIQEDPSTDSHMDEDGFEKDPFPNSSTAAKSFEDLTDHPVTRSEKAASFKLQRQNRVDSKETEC
# ADAM10 inh = ADAM10 inhibition, QFRET primary screen; O14672; recombinant ADAM10, EDANS/DABCYL FRET peptide cleavage, 3 h; inhibition, % at 7 µM; 0.62% of 370,000 active;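 active means inhibition above a per-campaign cutoff equal to the mean of compounds falling between control-based bounds plus 3 SD, cut at about 20% in these data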;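 further: 0% = DMSO wells while the 100% control is not disclosed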
# TDP2 inh = blocks human TDP2 phosphodiesterase activity | recombinant TDP2, T5PNP hydrolysis, p-nitrophenol absorbance 415 nm | 0.34% of 370,000 active | O95551 | inhibition, % at 12.8 µM;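 active means inhibition above the mean of all tested compounds plus 3 SD, set per campaign, cut at about 25% in these data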;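 further: 0% = DMSO with enzyme and 100% = buffer with substrate but no TDP2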
# Target sequence (O95551 whole entry, looked up): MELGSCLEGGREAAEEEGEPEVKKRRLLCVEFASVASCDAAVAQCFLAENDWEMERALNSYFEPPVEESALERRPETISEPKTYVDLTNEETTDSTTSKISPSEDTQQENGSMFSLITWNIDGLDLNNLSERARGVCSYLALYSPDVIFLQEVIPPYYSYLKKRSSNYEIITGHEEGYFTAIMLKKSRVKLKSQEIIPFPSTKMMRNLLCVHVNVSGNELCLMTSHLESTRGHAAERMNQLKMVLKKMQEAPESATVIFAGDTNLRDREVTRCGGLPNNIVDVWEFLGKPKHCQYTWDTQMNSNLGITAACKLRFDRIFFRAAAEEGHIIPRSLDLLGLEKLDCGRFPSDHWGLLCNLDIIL
#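 Test system: human TDP2 enzyme; Input: 120 nM TDP2 per well; Buffer or medium: Mg2+-containing Tris-HCl buffer, pH 7.5; Reagent: 5 mM T5PNP; Dosing: 12.8 µM single point, 1% DMSO; Incubation: reaction 2 h, 37 °C; Detection: p-Nitrophenol epi absorbance; Read-out: % inhibition relative to enzyme-containing and enzyme-free wells; Replicates: single well per compound.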
# SIAE inh = human SIAE inhibition, primary screen; Q9HAT2; SIAE FP-Rh probe binding, fluorescence polarization; inhibition, % at 9.66 µM; 0.69% of 370,000 active; AID 1053197;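 active means inhibition above a cutoff: mean of compounds within the control limits plus 3 SD of those, cut at about 17% in these data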;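 further: 0% = plate median of compound wells and 100% = probe without SIAE protein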
# Tn7 DDE FP = inhibitors of Tn7 peptide binding to human fibrin DD(E); AID 720508; 0.13% of 370,000 active; FP displacement of FITC-Tn7 peptide from fibrin DD(E); 0% = median of compound wells per plate; inhibition, % at 8.3 µM;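 active means inhibition above the mean of compounds falling within the control limits plus 3 SD of them, cut at about 14% in these data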;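 further: 0% = plate median of compound wells and 100% = 10 µM Aha-Tn7 peptide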
#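 Assay system: human fibrin DD(E) protein / Input: 2 µM fibrin DD(E) / Benchmarks: high control of 10 µM Aha-Tn7 peptide / Measured by: fluorescence polarization of the labelled Tn7 tracer / Medium: Tris buffer with calcium and detergent, pH 7.8 / Timing: 10 min compound pre-incubation, 3 h probe incubation at room temperature / Repeats: one replicate per compound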
# PLCb3 inh = blocks human PLC-beta3 enzyme activity; Q01970; Purified PLC-beta3, fluorogenic substrate, fluorescence; inhibition, % at 12.2 µM; 0.18% of 370,000 active; AID 720704; in the data active means inhibition above about 11%;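 further: 0% = median of compound wells on plate and 100% = full blocker control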
# Numbers without * were called inactive; i = inactive; nt = no result given; & = joins results of further samples.
SMILES,Tn6 DDE FP,ASAP1 inh,ARFGAP1 inh,PLCg1 inh,ADAM17 inh,ADAM10 inh,TDP2 inh,SIAE inh,Tn7 DDE FP,PLCb3 inh
Cc1cc(=O)oc2c1c(C)nn2-c1cccc(Cl)c1,-6,-2,0,-1,-2,3,-1,7,4,-9
O=C(NCCN1CCOCC1)C(=O)NCc1ccc2c(c1)OCO2,6,-12,-4,0,-4,3,-5,-5,-5,6
Cc1c(C(=O)N2CCN(C)CC2)oc2c1C(=O)CC(C)(C)C2,1,0,9,-4,-1,1,0,1,-3,-1
Cc1nnc(NC(=O)CCSCCC(=O)Nc2nnc(C)s2)s1,-6,1,11,-6,-2,-1,-7,-4,-2,-8
CCOc1ccccc1CNC(=O)C1CCN(C(=O)N2CC(C)Oc3ccc(C)cc32)CC1 (stereo not drawn),8,-8,-11,-1,1,3,0,1,4,-2
Cc1ccc(NC(=O)/C=C/c2cccs2)c([N+](=O)[O-])c1,-4,-9,-1,-10,-2,-4,-5,2,1,-12
OC(COCc1ccc2c(c1)OCO2)CN1CCC(Cc2ccccc2)CC1 (stereo not drawn),-7,-8,6,-2,-6,-3,5,-1,-7,-7
COC(=O)COc1ccc(S(=O)(=O)Nc2ccc(C(N)=O)cc2)cc1,2,0,-7,0,-2,-4,-4,-2,-1,2
COc1ccc(N=C2SCC(c3ccc(C)cc3)=NN2CCO)cc1,4,5,-10,7,1,6,-17,5,8,-5
C[C@H]1[C@H](NC(=O)/C(=N\OC(C)(C)C(=O)O)c2csc(N)n2)C(=O)N1S(=O)(=O)O,-2,nt,nt,3,-4,-11,-1,3,-3,0
COc1ccc(Cc2nnc(SCC(=O)c3c(N)n(C4CC4)c(=O)[nH]c3=O)o2)cc1,1,-5,-7,2,1,2,-1,-2,-4,-3
CCOc1ccc(NC(=O)CC2NCCNC2=O)cc1 (stereo not drawn),-2,-3,6,2,0,-11,2,3,2,-4

# By substructure, the compounds so far with nitrogen in an aromatic ring (four)
SMILES,Tn6 DDE FP,ASAP1 inh,ARFGAP1 inh,PLCg1 inh,ADAM17 inh,ADAM10 inh,TDP2 inh,SIAE inh,Tn7 DDE FP,PLCb3 inh
Cc1cc(=O)oc2c1c(C)nn2-c1cccc(Cl)c1,-6,-2,0,-1,-2,3,-1,7,4,-9
Cc1nnc(NC(=O)CCSCCC(=O)Nc2nnc(C)s2)s1,-6,1,11,-6,-2,-1,-7,-4,-2,-8
C[C@H]1[C@H](NC(=O)/C(=N\OC(C)(C)C(=O)O)c2csc(N)n2)C(=O)N1S(=O)(=O)O,-2,nt,nt,3,-4,-11,-1,3,-3,0
COc1ccc(Cc2nnc(SCC(=O)c3c(N)n(C4CC4)c(=O)[nH]c3=O)o2)cc1,1,-5,-7,2,1,2,-1,-2,-4,-3

# More records follow.
SMILES,Tn6 DDE FP,ASAP1 inh,ARFGAP1 inh,PLCg1 inh,ADAM17 inh,ADAM10 inh,TDP2 inh,SIAE inh,Tn7 DDE FP,PLCb3 inh
Cc1ccc(S(=O)(=O)C2(C(=O)N3CCN(c4ccccc4F)CC3)CC2)cc1,-7,-6,1,3,-4,-12,-12,10,-7,-2
CC(NC1CCCC1)C(=O)Nc1ccccc1-c1ccccc1 (stereo not drawn),8,11,-8,4,1,0,2,5,-7,6
COc1ccc(C(=O)N=S2CCN(C(=O)c3ccc(Cl)cc3)CC2)cc1,3,-7,13,0,-3,-2,-4,8,1,-4
CC(=O)c1ccc(NC(=O)CN2C(=O)/C(=C/C=C/c3ccccc3)SC2=S)cc1,0,9,7,4,4,16,-11,-18,-1,-13
CN(C(=O)COC(=O)c1ccc(S(=O)(=O)N2CCOCC2)cc1)C1CCCCC1,-1,-20,11,-1,-4,-6,3,-7,2,2
CSc1ccc(CCNC(=O)CCc2nnc3ccc(NCCCN4CCCC4=O)nn23)cc1,-1,5,-1,-5,-4,-3,-16,-7,-3,-16
CC1(C)CCC(C)(C)NC(=S)N1,-5&-4,-11&4,-11&0,-2&-2,-6&4,-5&5,11&-1,12&3,6&-3,0&4
COC(=O)c1sc(NC(=O)C(C)c2ccccc2)nc1C (stereo not drawn),4,-6,13,3,1,2,11,-1,2,-2
CCOC(=O)c1ccc(COC(=O)CNC(=O)CNC(=O)c2ccc(OC)cc2)o1,3,13,-7,4,0,0,6,1,-4,0
COCCCNc1ncnc2ccc(C)cc12,7,7,10,-8,-5,-7,-6,-1,1,-6
COC(=O)c1ccc(NC(=O)C2CCCN2C(=O)Nc2cccc(C(C)=O)c2)cc1 (stereo not drawn),-10,11,-4,3,2,3,-4,-3,-8,-3
CC(C)(C)c1nnc2sc(SCC(=O)N3CCCCC3)nn2c1=O,5,4,-12,-2,0,-2,-8,-1,-8,3
COc1ccc(C)cc1N(CC(=O)Nc1cccnc1)S(=O)(=O)c1ccccc1,-7,0,2,0,0,2,-6,3,-4,3
Cc1ccc(/C=N/NC(=O)CSc2nc3ccccc3[nH]2)o1,-6,2,0,-5,-5,-3,-3,11,-1,-19
O=C(NC(Cc1c[nH]c2ccccc12)C(=O)O)OCC1c2ccccc2-c2ccccc21 (stereo not drawn),3,-8,-1,-3,1,0,2,2,-3,-4
O=C1CC(c2ccccc2)CC(O)=C1C=NCCN1CCN(Cc2ccccc2)CC1 (stereo not drawn),-1,0,-1,2,-3,-2,-3,6,0,-4
Cc1c(OC(C)C(=O)NCc2ccncc2)ccc2c3c(c(=O)oc12)CCC3 (stereo not drawn),0,-5,-6,-248,-214,i,4,5,1,-323
O=C(CC1SC(=Nc2ccccc2F)N(CCN2CCOCC2)C1=O)Nc1ccc(F)cc1F (stereo not drawn),-3,2,-11,2,-4,5,-8,-7,1,2
CCN(CC(=O)NCc1ccc(Cl)cc1)C(=O)c1ccc(S(=O)(=O)NCc2ccco2)cc1,6,-2,10,0,-5,-1,2,-3,2,-10
Cc1ccc(CSc2nnc3c(n2)OC2(Nc4ccccc4-3)C(=O)Nc3ccc(F)cc32)cc1 (stereo not drawn),2,10,13,-9,-5,-10,6,1,2,-11
CCN1C(=O)[C@H]2[C@@H](c3ccc(C)cc3)N3C(=O)N(c4cccc(Cl)c4)C(=O)[C@@]3(CC(C)C)[C@H]2C1=O,4,3,-3,7,5,11,0,-6,7,3
CNC(=S)Nc1cccc(-c2cnc3ccccc3n2)c1,-10,3,5,1,-3,3,8,10,3,-3
CN(CCOc1ccc(Cl)cc1)CC(O)c1ccccc1 (stereo not drawn),6,13,-3,3,0,-1,13,2,1,-2
COc1cc(OC)cc(-n2nc(C(=O)N3CC(C)CC(C)C3)c3ccccc3c2=O)c1 (stereo not drawn),1,-11,-2,3,-5,-6,6,-4,4,2
Cc1nn(C(=O)c2ccc([N+](=O)[O-])cc2)c(C)c1Br,2,-14,-5,1,-2,-18,-1,-5,5,-6
O=C1/C(=C/Nc2cccc([N+](=O)[O-])c2)CCc2ccccc21,-5,-9,7,-7,3,1,11,1,0,-6
O=C(NC1CC1)C(=O)c1c(-c2ccccc2)[nH]c2ccccc12,-1,6,8,1,-1,-6,5,-1,-6,2
COc1cc(C=O)ccc1Oc1ccc(S(=O)(=O)N2CCOCC2)cc1[N+](=O)[O-],2,5,-5,1,-2,-1,6,0,4,-1
O=C(Nc1ncc2c(n1)-c1ccccc1CC2)c1ccc(Cl)cc1,-7,15,14,-7,-24,-129,-10,-4,-10,-10
COc1ccc(O)c(-c2cc(C(F)(F)C(F)F)nc(-c3ccccc3)n2)c1,-12,11,7,2,-1,1,-2,-6,-1,-2
CSCCC(NS(=O)(=O)c1ccc(C)cc1)C(=O)N1CCN(S(=O)(=O)c2ccc(F)cc2)CC1 (stereo not drawn),8,-10,0,0,-1,-5,-3,-5,5,-5
CN(C)C(CNC(=O)c1ccc(NS(=O)(=O)c2cccc([N+](=O)[O-])c2)cc1)c1ccco1 (stereo not drawn),-5,-3,6,-5,-2,-14,16,14,-1,-12
CCn1cc(C(=O)NC2CCCCCC2)c(=O)c2ccc(C)nc21,0,1,-1,0,-2,1,-7,-4,-7,-3
COC(=O)c1ccc(CSc2n[nH]c(-c3ccccc3)n2)o1,4,9,17,2,0,0,-4,6,6,3
CC1=C(C(=O)OC(C)(C)C)C(c2ccco2)C(C#N)=C(N)O1 (stereo not drawn),-2,6,12,-5,-2,-6,0,-3,-5,-6
CCOc1cnc(-c2c(-c3c(F)cccc3Cl)noc2C)o1,-3,0,5,7,-8,5,-9,-6,4,2
CCC(C)(NC(=O)c1ccccn1)C(=O)NC1CCCC1 (stereo not drawn),1,4,4,4,-2,-5,-10,-6,-2,-4
CCCC(=O)Nc1nc2ccc(NC(=O)c3c(F)c(F)c(OC)c(F)c3F)cc2s1,-9,5,14,2,7,20,-5,-10,-4,-7
Cc1ccccc1C1c2[nH]c3ccccc3c2CCN1Cc1cccn1-c1ncccn1 (stereo not drawn),4,16,3,-48,-18,-42,2,2,4,-68
COCCNc1ncnc2c1ncn2[C@H]1CN(Cc2cc(OC)c(OC)c(OC)c2)C[C@@H](CO)O1,1,7,-4,0,0,-1,-6,2,-11,5
COc1cc(C(=O)N(C)CC(=O)Nc2cccc(F)c2)ccc1OCc1ccccc1,-3,17,-4,5,-3,3,-11,-3,0,2
Cc1ccc(F)c(S(=O)(=O)NC(=O)C2(C)CCN2C(=O)Cc2ccc(Cl)cc2Cl)c1 (stereo not drawn),3,-3,-8,-4,-2,-3,5,-3,-1,-1
COc1cccc(Cn2cccc(NC(=O)NC3CCCCC3)c2=O)c1,-4,-5,-1,-2,-8,-27,4,6,2,-7
O=C(NCC1CCCO1)c1ccc2c(c1)ncn2-c1cccc(F)c1 (stereo not drawn),12,-4,-5,4,1,-9,2,6,1,-6
Cc1ccc(NC(=O)CN(C)C(C)C(=O)Nc2ccc(S(=O)(=O)N3CCCC3)cc2)cc1 (stereo not drawn),-11,4,9,2,-1,0,6,-1,-2,1
CN(C(=O)CNC(=O)c1ccccc1OCC(=O)Nc1ccc(I)cc1)c1ccccc1,1,nt,nt,-1,-1,1,-4,-1,-2,-1
CCNc1nc(OCCNS(=O)(=O)c2cc(C)ccc2C)nc(N(C)C)n1,1,-9,-3,4,1,1,0,1,4,1
Cc1ccc(C(=O)NN=Cc2ccc3c(c2)OCO3)cc1,3,-3,-2,-10,-5,-16,0,0,6,-12
COc1ccc(/C=N/n2c(N)nc(-c3ccccc3)c2-c2ccccc2)cc1,-1,-12,7,1,-2,-3,-2,3,-1,-2
COc1ccc(N2CCN(C(=S)Nc3cccc(C)c3C)CC2)cc1,-1,-5,-3,-2,-1,-1,3,0,4,1

# Compound activity: PubChem, The Scripps Research Institute Molecular Screening Center
